Screens deposited in PubChem by National Center for Advancing Translational Sciences (NCATS).
Luc counter: Kinase-Glo luciferase inhibition (counter-screen). Q27757. Kinase-Glo luciferase, ATP luminescence, 8 min. Potency, µM (titrated, usually from 38.3 µM), for the others: at the top dose activity change, negative = inhibition, actives largely listed as inhibitors. hit rate 0.28% among 200,000; note: % is set by controls: 0 for no effect and ±100 for the full control effect; nearly all actives have a fitted effect of over 60% in size
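Light output from Kinase-Glo luciferase with luciferin and 10 uM ATP in 50 mM imidazole pH 7.2, KCl, MgCl2, Tween 20, BSA; compound pin-delivered, 8-min ambient incubation, then luminescence read.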
JMJD2E inh: inhibitors of human JMJD2E histone demethylase; B2RXH2; JMJD2E catalytic domain, FDH-coupled NADH fluorescence (FDH is formaldehyde dehydrogenase); Potency, µM (highest dose often 57.1 µM), without a hit: top-dose activity change, negative = inhibition, actives largely listed as inhibitors; hit rate 1.6% among 230,000; active = well fitted inhibition curve with a large enough effect, not every such curve was filed as active; inconclusive = small, poorly fitted or top-dose-only effect, or another doubt; inactive = no such curve, though single readings can be large or run the other way;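 note: 0% = wells with enzyme and -100% = buffer wells without enzyme; nearly all actives have a fitted effect of over 50% in size; many of its hits are not listed in these tables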
RECQ1 inh: RECQ1 (human) helicase inhibition. Potency, µM (titrated, usually from 57.3 µM), without a hit: at the highest dose activity, negative = inhibition, most hits filed as inhibitors. RECQ1 DNA unwinding, red fluorescence kinetic read. AID 2549. hit rate 0.54% among 240,000;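 note: plate controls were vehicle for no effect and no enzyme for full effect; nearly all actives have a fitted effect of over 30% in size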
Target sequence (P46063 whole entry, looked up): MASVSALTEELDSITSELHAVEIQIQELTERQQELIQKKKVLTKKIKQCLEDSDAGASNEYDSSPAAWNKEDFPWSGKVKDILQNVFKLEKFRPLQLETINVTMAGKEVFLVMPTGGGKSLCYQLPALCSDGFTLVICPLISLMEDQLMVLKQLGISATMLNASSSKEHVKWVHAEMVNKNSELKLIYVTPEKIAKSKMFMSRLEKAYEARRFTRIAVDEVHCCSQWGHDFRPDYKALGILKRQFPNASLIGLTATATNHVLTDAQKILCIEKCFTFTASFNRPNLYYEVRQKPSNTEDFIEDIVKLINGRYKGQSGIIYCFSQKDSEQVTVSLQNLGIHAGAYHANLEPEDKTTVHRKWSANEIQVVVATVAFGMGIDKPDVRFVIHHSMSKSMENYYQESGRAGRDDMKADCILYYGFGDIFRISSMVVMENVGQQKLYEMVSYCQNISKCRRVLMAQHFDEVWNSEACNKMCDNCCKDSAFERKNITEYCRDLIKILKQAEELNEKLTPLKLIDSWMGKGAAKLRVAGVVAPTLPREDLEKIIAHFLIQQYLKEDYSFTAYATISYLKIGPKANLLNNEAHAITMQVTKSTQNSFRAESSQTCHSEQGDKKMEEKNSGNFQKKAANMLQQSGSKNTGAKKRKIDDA
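RECQ1T1 50 nM; forked duplex (20 bp + 30-nt ss tails) 200 nM, ATP 2 mM final; pH 8.0, 2 mM MgCl2, 2.5 ug/ml poly(dI-dC); 15 min compound preincubation; discontinuous kinetic read over 2 h at RT.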
SMN2 splice enh: SMN2 splice variant enhancement; hit rate 2.8% among 210,000; AID 1458; Potency, µM (top dose mostly 46.1 µM), for the others: at the top dose activity change, positive = activation, hits mostly activators; HEK293 SMN2-luciferase splicing reporter, luminescence, 30-36 h; note: % of control where 0% means no effect; nearly all actives have a fitted effect of over 55% in size
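HEK293 cells carry an SMN2 minigene-luciferase reporter in which exon 7 inclusion puts luciferase in frame. Cells were seeded at 2000 cells/well, attached for 10-12 hours, then exposed to compounds for 30-36 hours at 37C before ONE-Glo luminescence.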
GoLoco inh red: blocks human Gai1 binding to RGS12 GoLoco peptide, red readout. Potency, µM (series often up to 61.6 µM), for the others: top-dose activity, negative = inhibition, hits mostly inhibitors. P63096. Gai1:RGS12 GoLoco peptide FP, rhodamine, 10 min. hit rate 0.44% among 230,000; active = well fitted inhibition curve with a large enough effect, not every such curve was filed as active; inactive = no such curve, though single readings can be large or run the other way; note: % is set by controls: 0 for no effect and ±100 for the full control effect; nearly all actives have a fitted effect of over 30% in size; many of its hits are not listed in these tables
NPSR antag: blocks cAMP signaling of the human neuropeptide S receptor | Q6W5P4 | CHO-NPSR cells, cAMP TR-FRET, antagonist mode | Potency, µM (series often up to 38.3 µM), inactives show at the top dose activity change, negative = inhibition, actives largely listed as inhibitors | hit rate 1% among 220,000; note: % is set by controls: 0 for no effect and ±100 for the full control effect; nearly all actives have a fitted effect of over 50% in size; many of its hits are not listed in these tables
Target sequence (Q6W5P4 whole entry, looked up): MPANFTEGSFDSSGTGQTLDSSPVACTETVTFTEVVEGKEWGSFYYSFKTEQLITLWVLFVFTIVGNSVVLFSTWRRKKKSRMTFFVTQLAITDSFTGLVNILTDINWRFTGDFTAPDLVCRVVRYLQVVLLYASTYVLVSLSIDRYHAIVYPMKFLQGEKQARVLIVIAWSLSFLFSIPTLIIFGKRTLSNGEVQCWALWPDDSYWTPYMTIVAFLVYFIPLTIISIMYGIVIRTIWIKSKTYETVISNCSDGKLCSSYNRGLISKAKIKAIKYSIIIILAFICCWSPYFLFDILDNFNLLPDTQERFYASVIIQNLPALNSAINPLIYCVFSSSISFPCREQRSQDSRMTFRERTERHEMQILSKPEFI
IMPase Li inh: cell-permeable IMPase inhibitors with lithium potentiation. CHO-M1 cells, IP1 TR-FRET (IP-One), carbachol + lithium. Potency, µM (highest dose often 59.4 µM), for inactives: at the top dose activity, negative = IMPase inhibition, usual class: inhibitors. hit rate 0.35% among 210,000. AID 1457;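 note: IP1 builds up when IMPase is blocked and the TR-FRET signal falls; plate controls were basal vehicle for no effect and high inhibitor control for full effect; nearly all actives have a fitted effect of over 50% in size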
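Steps: plate 2000 CHO-M1 cells per well and culture 16–30 h; add compound and lithium; incubate 30 min, 37C; add d2-IP1 tracer and Eu cryptate anti-IP1 antibody in lysis buffer; read after 10 min at room temperature.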
Epigenetic derep: regulators of epigenetic silencing causing reporter derepression in mouse cells; AID 1865; Potency, µM (doses to about 53.9 µM), for the others: at the highest dose GFP activation, actives largely listed as activators; murine LDR cells, GFP reporter derepression, 30 h; hit rate 0.2% among 280,000; note: % of control where 0% means no effect; nearly all actives have a fitted effect of over 60% in size
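Murine LDR cells bearing a silenced CMV-driven GFP reporter were exposed to compound for 30 h at 37 C. After PBS washes, GFP-positive cells (20-120 um objects) counted by laser-scanning microplate cytometry.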
The depositor's hits bear a star; i = inactive; ? = inconclusive; nt = no result given; & = joins results of further samples; [ ] = remark or other dose. Unless noted, calls come from the whole dose curve; as a rule, active = well fitted curve in the direction sought with a large enough effect; inconclusive = small, poorly fitted or top-dose-only effect, or another doubt; inactive = no such curve, though single readings can be large; an effect the other way counts as inactive or inconclusive. Potency is the fitted concentration of half-maximal effect.

Molecule,Luc counter,JMJD2E inh,RECQ1 inh,SMN2 splice enh,GoLoco inh red,NPSR antag,IMPase Li inh,Epigenetic derep
COC(=O)Cc1ccc(NC(=S)NCc2ccccc2OC)cc1,-3.2%,4.0%,1.0%,4.9%,14.4%,-2.6%,18.7%,3.0%
CCOc1ccc(C2C(C#N)=C(N)SC(N)=C2C#N)cc1OCC,-2.4%,-8.9%,0.6%,?,89.2%[activator],7.6%[46.1 µM],?,0.0%
COc1ccccc1CCNC(=O)Nc1cccc([N+](=O)[O-])c1,0.2%,3.0%,i,-14.4%,10.0%,-13.0%,2.7%,-0.1%
C/C(=C\C#N)n1nc(C)cc1N,-10.2%,8.1%,i,1.9%,2.6%,-0.5%[46.1 µM],-7.4%[38.3 µM],0.0%
O=C(COC(=O)Cc1ccsc1)Nc1ccccc1,-1.2%,-1.9%,i,2.2%,2.6%,7.6%,3.5%,-0.6%
OC(CN1CCOCC1)CN(c1ccccc1)c1ccccc1 (stereo unspecified),-3.4%,-27.0%,i,-12.3%,9.2%,0.9%[46.1 µM],-4.9%[38.3 µM],-0.7%
COc1ccc(C(CC(=O)NCc2ccccc2)C(C)C)cc1 (stereo unspecified),nt,2.0%,i,nt,1.8%,19.8%,nt,-1.3%
CCOc1ccc(NC(=O)CC2C(=O)N(C)C(=S)N2Cc2ccc3c(c2)OCO3)cc1 (stereo unspecified),1.2%,1.4%,i,-17.6%,-14.2%,-2.4%,3.8%,0.0%
O=C(COC(=O)c1cc[n+]([O-])cc1)Nc1ccc(Cl)cc1[N+](=O)[O-],1.4%,12.2%,-6.9%,14.4%,10.0%,14.2%,4.7%,0.0%
COC(=O)CS(=O)(=O)c1nnc([C@H](Cc2ccccc2)NC(=O)OC(C)(C)C)o1,-0.9%,-7.5%,-2.6%,-16.8%,-30.5%,7.94µM*,57.9%[activator][38.3 µM],0.0%
CCOC(=O)c1ccc(NC(=O)CSc2nccn2C)cc1,-3.9%,2.6%,i,4.1%,9.8%,-10.1%[46.1 µM],18.7%[38.3 µM],-1.0%
COc1cccc(-c2csc(N3CCN(C(=S)Nc4ccccc4Cl)CC3)n2)c1,-1.8%,5.3%,-5.5%,3.3%,0.2%,-13.1%[46.1 µM],9.7%[38.3 µM],-0.4%
O=C(CCc1ccccc1)n1nc(-c2ccco2)nc1SCc1ccccc1,-1.3%,6.6%,-5.9%,6.6%,-3.7%,-15.3%[46.1 µM],5.7%[38.3 µM],1.7%
Cc1cc(/C=C2/SC(=O)N(CC(=O)N3CCCC3)C2=O)ccc1N1CCOCC1,nt,6.4%,-0.2%,nt,-4.2%,-20.0%,11.1%,1.1%
Cc1ccc(NC(=S)NNC(=S)Nc2cccc(C(F)(F)F)c2)cc1,nt,-19.3%,-13.9%,nt,6.4%,-7.1%,nt,0.5%
CCOC(=O)C1CCCN(C(=O)c2ccc3c(c2)N(Cc2ccccc2)C(=O)c2ccccc2S3=O)C1 (stereo unspecified),-1.6%,-0.9%,1.9%,-46.3%&2.0%[inhibitor],-6.7%,-51.1%,25.1%,-0.1%&-2.7%
NC(=O)COC(=O)c1sc2ccccc2c1Cl,-1.7%,?,-10.1%,11.5%,-13.1%,-6.9%,-26.7%,0.0%
Cc1ccc(-c2csc3nc[nH]c(=S)c23)cc1C,1.6%,10.3%,-14.1%,-20.8%,8.1%,-10.4%,1.7%,?
CCOc1ccc(S(=O)(=O)N2CCCCC2)c2ccccc12,-3.4%,-5.4%,-9.6%,-21.2%,0.9%,-17.1%[46.1 µM],5.6%[38.3 µM],3.4%
CN(C)CCCNC(=S)N1CCn2c(nc3ccccc32)C1,0.3%,-1.2%,-11.1%,2.4%,6.6%,23.8%,6.5%,1.1%

Another view of part of the listing above.
CN(C)CCCNC(=S)N1CCn2c(nc3ccccc32)C1
  Luc counter: 0.3%
  JMJD2E inh: -1.2%
  RECQ1 inh: -11.1%
  SMN2 splice enh: 2.4%
  GoLoco inh red: 6.6%
  NPSR antag: 23.8%
  IMPase Li inh: 6.5%
  Epigenetic derep: 1.1%
O=C(COC(=O)Cc1ccsc1)Nc1ccccc1
  Luc counter: -1.2%
  JMJD2E inh: -1.9%
  RECQ1 inh: i
  SMN2 splice enh: 2.2%
  GoLoco inh red: 2.6%
  NPSR antag: 7.6%
  IMPase Li inh: 3.5%
  Epigenetic derep: -0.6%
COc1ccccc1CCNC(=O)Nc1cccc([N+](=O)[O-])c1
  Luc counter: 0.2%
  JMJD2E inh: 3.0%
  RECQ1 inh: i
  SMN2 splice enh: -14.4%
  GoLoco inh red: 10.0%
  NPSR antag: -13.0%
  IMPase Li inh: 2.7%
  Epigenetic derep: -0.1%

Shown as a hit in NPSR antag (from the list above):
canonical_smiles,JMJD2E inh,RECQ1 inh,GoLoco inh red,NPSR antag,IMPase Li inh,Epigenetic derep
COC(=O)CS(=O)(=O)c1nnc([C@H](Cc2ccccc2)NC(=O)OC(C)(C)C)o1,-7.5%,-2.6%,-30.5%,7.94µM*,57.9%[activator][38.3 µM],0.0%

More records:
Molecule,Luc counter,JMJD2E inh,RECQ1 inh,SMN2 splice enh,GoLoco inh red,NPSR antag,IMPase Li inh,Epigenetic derep
CCCCCCCCC(=O)NNC(=O)c1c(O)c2ccccc2n(CCC)c1=O,-1.1%,?,-0.8%,-73.9%[inhibitor],2.5%,-3.7%,-1.9%,3.1%
OC1CCCN(Cc2ccc3c(c2)Cc2ccccc2-3)C1 (stereo unspecified),-3.2%,-6.0%,-0.2%,6.8%,1.4%,5.3%[46.1 µM],-11.9%[38.3 µM],1.9%
O=C1C(=O)c2c(C(=O)c3ccccc3)coc2-c2ccccc21,-5.5%,?,-3.1%,-2.4%,6.0%,-19.5%[46.1 µM],52.0%[activator][38.3 µM],0.7%
Oc1c(CN2CCN(c3ccccc3)CC2)cc(Br)c2cccnc12,-2.3%[7.66 µM],?,7.9%,-0.1%[9.22 µM],2.0%[14.2 µM],7.94µM*,-2.5%,?
Cc1ccc(-c2cc(C(=O)Nc3c(C)n(C)n(-c4ccccc4)c3=O)[nH]n2)c(O)c1,-0.9%,-6.0%,i,-7.4%,6.2%,-2.0%[46.1 µM],7.1%[38.3 µM],2.1%
Nc1ccc([N+](=O)[O-])cc1O,nt,nt,-10.3%,-9.4%,10.5%,nt,2.4%,nt
Cc1ncc[nH]1,nt,nt,-3.4%,?,4.6%,nt,23.0%,nt
Cc1cccc(/N=C/c2sc3ccccc3c2O)n1,nt,?,-4.3%,nt,222.6%[activator],17.4%,nt,4.3%
CC(OC(=O)c1ccc2c(=O)n3c(nc2c1)CCCCC3)C(=O)Nc1ccc(F)cc1Cl (stereo unspecified),1.8%,-5.8%,i,1.8%,-2.7%,3.2%,-22.4%,0.0%
COc1ccc(/C=C/C=N/NC(=O)COc2ccc(OC)cc2)cc1,-3.5%,-8.2%,7.2%,22.8%,1.1%,-9.5%,2.1%,-1.1%
CCOC(=O)C1=C(N)OC2=C(C(=O)CCC2)C1c1ccco1 (stereo unspecified),0.3%,-5.1%,-7.6%,-4.5%,-8.2%,-20.4%[46.1 µM],-2.3%[38.3 µM],-2.2%
CC(C)(C)S(=O)(=O)/C(C#N)=N/Nc1ccc(S(C)(=O)=O)cc1,8.0%,-7.9%,-6.9%,-12.7%,-8.4%,4.7%,-6.3%,-1.4%
Cc1ccccc1N1C(S)=C(C#N)C(=O)NC12CCCCC2,8.2%,3.7%,0.5%,?,0.6%,5.5%,-1.2%,0.0%
CC(C)N1C(=O)CCC1C(=O)N1CCN(c2ccccn2)CC1 (stereo unspecified),1.5%,?,-0.1%,27.2%,4.4%,13.8%,-7.6%,-0.6%
Cc1cc(N(CCO)CCO)ccc1N=Nc1cc(F)ccc1F,-0.7%,0.4%,i,?,12.3%,-29.9%,3.0%,0.4%
CCC12C(=O)C(CC)(C(c3ccccc3)=C1c1ccccc1)[C@@H]1C(=O)N(c3ccc(C)cc3)C(=O)C12 (stereo partly specified),-1.8%,-3.0%,-8.2%,-23.2%,6.0%,-6.8%,-0.9%,4.1%
COc1ccccc1NC(=O)Cc1noc(CSc2nnc(C)n2C)n1,-2.1%,13.8%,i,2.7%,12.4%,0.7%,-2.0%,-1.4%
CCCCc1cc2c(cn1)=C(OC(=O)CCC(=O)OC)C(C)(OC(=O)CC)C(=O)C=2 (stereo unspecified),-3.1%[7.66 µM],-0.2%[11.4 µM],i[11.5 µM],-5.6%[9.22 µM],-7.7%[14.2 µM],nt,6.0%,nt
O=C(OCC(=O)N1CCc2ccccc21)c1ccc[nH]c1=O,-5.2%,-18.6%,9.6%,15.9%,6.1%,5.6%,-1.4%,-2.5%
COC(=O)CN1C(=O)C2(OCCCO2)c2ccccc21,-3.4%,-4.3%,-7.0%,11.9%,-9.6%,-27.8%[7.67 µM],15.0%[38.3 µM],5.7%
COc1ccc(C2OC3C(CO)OC(n4cnc5c(=O)[nH]c(N)nc54)C3O2)cc1 (stereo unspecified),-1.4%,5.1%,-10.9%,6.3%,3.6%,nt,6.5%,-1.3%
N/C(Cc1ccc([N+](=O)[O-])cc1)=N\OC(=O)c1ccc([N+](=O)[O-])cc1,-4.0%,-1.6%,i,-27.4%,-8.5%,-9.6%[46.1 µM],44.6%[activator][38.3 µM],1.1%
CC(Cc1c[nH]c2ccccc12)NC(=O)OCCCl (stereo unspecified),-1.8%,-2.5%,-13.4%,-12.3%,-6.3%,14.5%,-0.4%,0.2%
N=c1n(CCCOc2ccc(F)cc2)c2ccccc2n1CC(N)=O,nt,-0.6%,i,nt,7.6%,4.1%,nt,-1.0%

The list is partial; count on the stated rates, not on these rows.
